NRP1-CendR mod = modulators of CendR peptide binding to human neuropilin-1; O14786; FAM-RPARPAR peptide binding to NRP-1, fluorescence polarization; 0.85% of 360,000 active; inhibition, % at 25 µM; AID 602438;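 active = inhibition or corrected inhibition above about 18%, plus a signal ratio from 0.5 to 1.5, limit read from the data, passing the limit was not always enough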; note: strong numbers were not always called active
Tb MetRS inh = Trypanosoma brucei MetRS inhibition; inhibition, % at 11.9 µM; purified T. brucei MetRS, ATP depletion, Kinase-Glo luminescence; 0.4% of 360,000 active;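 active = inhibition above a per-plate cutoff of the control wells' mean inhibition plus 3 SD, cut at about 5.5% in these data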;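 note: 0% = DMSO wells median and 100% = median of wells with control inhibitor compound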
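Material – parasite MetRS enzyme · Medium – HEPES-MgCl2-KCl buffer plus DTT, spermine, BSA, pyrophosphatase · Reagent – ATP, methionine and E. coli bulk tRNA substrates · Times – 15 min enzyme-compound preincubation, 2 h reaction, 10 min detection, 25 °C · Measured by – luminescence of leftover ATP · Evaluation – percent inhibition relative to median high and low control wells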
SUMO1-SIM PPI = SUMO1-SIM interaction modulation; AID 602429; 0.33% of 360,000 active; inhibition, % at 20 µM; SUMO1 binding to a labelled peptide, TR-FRET, 1 h; in the data active = inhibition above about 37%
Target sequence (P63165 whole entry, looked up): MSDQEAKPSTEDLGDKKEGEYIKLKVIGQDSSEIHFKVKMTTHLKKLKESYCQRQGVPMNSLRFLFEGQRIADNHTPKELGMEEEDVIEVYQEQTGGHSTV
MsrA inh = inhibits bovine methionine sulfoxide reductase A | inhibition, % at 15.5 µM | AID 651718 | purified bovine MsrA, absorbance read-out | 0.75% of 360,000 active; in the data active = inhibition above about 4.5%;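 note: 0% = vehicle wells with enzyme and 100% = reference inhibitor wells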
Scp1 inh = Scp-1 (human) phosphatase inhibition | Q9GZU7 | Recombinant Scp1, phosphopeptide, malachite green phosphate absorbance | inhibition, % at 20 µM | 0.88% of 340,000 active;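 active = inhibition above about 50% at 20 µM, limit read from the data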;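 note: plate controls were DMSO wells with enzyme for no effect and wells lacking enzyme for full effect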
Target sequence (Q9GZU7 76-261 limits assumed): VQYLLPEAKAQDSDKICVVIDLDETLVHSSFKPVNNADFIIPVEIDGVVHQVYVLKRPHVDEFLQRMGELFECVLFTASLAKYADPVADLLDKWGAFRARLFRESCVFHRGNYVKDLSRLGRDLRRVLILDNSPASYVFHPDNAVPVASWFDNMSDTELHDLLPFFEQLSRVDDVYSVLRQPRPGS
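Assay system: SCP-1 catalytic fragment, aa 76-261 | Buffer or medium: Tris acetate buffer pH 5.5 with MgCl2 and Tween-20 | Compound: One concentration, 20 µM, with 1.0% DMSO | Also added: Phospho 17-mer peptide substrate | Signal: Absorbance at 630 nm | Incubation: 45 min enzyme reaction at room temperature | Measure: % inhibition of SCP-1 phosphate liberation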
MsrA act = activators of bovine methionine sulfoxide reductase A | activation, % at 10.6 µM | purified bovine MsrA, absorbance read-out | 0.3% of 360,000 active | AID 602163; in the data active = activation above about 7.5%;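 note: 0% = vehicle and 100% = reference activator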
E coli Lon inh = E. coli protease La inhibition. 0.42% of 360,000 active. inhibition, % at 7.94 µM. purified E. coli Lon protease, fluorescence polarization. AID 602123; in the data active = inhibition above about 13%, passing the limit was not always enough;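 note: 0% = enzyme with probe and DMSO and 100% = no enzyme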
STEP inh = blocks human striatal-enriched tyrosine phosphatase | P54829 | recombinant STEP, OMFP fluorogenic substrate, fluorescence | inhibition, % at 20 µM | 0.25% of 360,000 active | AID 588621;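 active = inhibition at 20 µM, scaled per plate between control wells, above about 37%, limit read from the data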;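 note: 0% = DMSO with enzyme and substrate and 100% = substrate only without enzyme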
Target sequence (P54829 whole entry, looked up): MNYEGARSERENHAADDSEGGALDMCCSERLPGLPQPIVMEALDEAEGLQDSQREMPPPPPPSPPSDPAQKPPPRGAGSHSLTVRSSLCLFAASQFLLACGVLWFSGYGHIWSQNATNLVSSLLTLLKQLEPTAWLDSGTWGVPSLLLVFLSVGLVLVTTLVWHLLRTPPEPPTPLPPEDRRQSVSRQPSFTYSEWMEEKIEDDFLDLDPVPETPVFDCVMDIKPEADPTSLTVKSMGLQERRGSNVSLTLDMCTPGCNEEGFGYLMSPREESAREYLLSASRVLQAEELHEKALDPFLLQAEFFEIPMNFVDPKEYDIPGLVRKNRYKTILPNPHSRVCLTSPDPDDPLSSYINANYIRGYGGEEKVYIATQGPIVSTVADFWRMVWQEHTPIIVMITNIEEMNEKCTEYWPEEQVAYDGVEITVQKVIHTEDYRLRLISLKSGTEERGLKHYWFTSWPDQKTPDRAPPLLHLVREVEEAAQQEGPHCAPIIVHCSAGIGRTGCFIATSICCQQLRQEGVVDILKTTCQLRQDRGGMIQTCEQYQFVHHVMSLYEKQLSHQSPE
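Test system: STEP tyrosine phosphatase / Reagent: OMFP at 25 µM / Doses: 20 µM, 1% DMSO / Read-out: percent inhibition scaled to no-enzyme and uninhibited-enzyme controls, plate-pattern corrected / Detection: FITC-channel fluorescence of OMFP product / Medium: Bis-Tris buffer pH 6.0, 2.5 mM DTT, 0.005% Tween 20 / Schedule: 20 min at room temperature, dark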
DNMT1 inh = inhibitors of human DNMT1. AID 588458. inhibition (reported as % activation of signal), % at 10 µM. 0.83% of 360,000 active. DNMT1 molecular beacon, Hinp1I cleavage, fluorescence; in the data active = inhibition above about 50%
LMPTP block = blocks human LMPTP phosphatase; P24666; 0.22% of 360,000 active; recombinant LMPTP-A, OMFP fluorogenic substrate, fluorescence intensity; inhibition, % at 20 µM;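 active = compounds that cut the enzyme signal by at least half of the control window in the single-dose screen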;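 note: plate controls were DMSO wells with enzyme plus substrate for no effect and substrate without enzyme for full effect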
Target sequence (P24666 whole entry, looked up): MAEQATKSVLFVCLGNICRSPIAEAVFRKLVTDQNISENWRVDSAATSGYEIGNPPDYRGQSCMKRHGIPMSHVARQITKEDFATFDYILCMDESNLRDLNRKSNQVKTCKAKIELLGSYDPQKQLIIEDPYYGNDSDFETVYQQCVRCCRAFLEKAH
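Assay system: LMPTP-A enzyme. Input: 0.625 nM LMPTP-A final. Probe or stimulus: 400 µM OMFP. Compound dosing: single 20 µM dose. Schedule: 50 min dark incubation at room temperature. Detection: fluorescence intensity of OMFP turnover product. Read-out: percent inhibition versus substrate-only and uninhibited controls. Benchmarks: no-enzyme low control, uninhibited high control.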
Starred values were filed as active, the others as inactive; · = no result given.

entry	Structure	NRP1-CendR mod	Tb MetRS inh	SUMO1-SIM PPI	MsrA inh	Scp1 inh	MsrA act	E coli Lon inh	STEP inh	DNMT1 inh	LMPTP block
1	COc1cc2c(cc1OC)C(C)N(C(=O)C1=NN(c3cccc(C)c3)C(=O)CC1)CC2 (centres undefined)	-13	-0.4	-2	0.8	-11	-3	-4	-3	-7	-0.5
2	Cc1cnc(NC(=O)CSc2nnc(-c3ccc(Cl)cc3Cl)n2N)s1	-10	-0.6	-1	1.1	3	-3	6	7	1	0.1
3	COc1ccc(S(=O)(=O)N2CCN(Cc3ccc4c(c3)OCO4)CC2)cc1F	-1	0.3	3	1.4	4	-4	3	-2	-1	0.1
4	Cc1ccn2cc(-c3cccc(NC(=O)C(C)C)c3)nc2c1	12	-0.6	0	-0.1	-3	-3	0	0	1	-1.7
5	O=C(O)c1ccccc1-c1ccccc1C(=O)NCc1ccccc1Cl	0	-1.1	8	-0.1	4	-5	-10	2	4	-1.3
6	NC(=O)c1cnn(Cc2ccc(Cl)cc2)c1N	1	0.1	2	-0.3	-11	1	-7	-2	3	-0.4
7	CC1CCN(C(=O)CCc2ccc(Oc3cc([N+](=O)[O-])cc([N+](=O)[O-])c3)cc2)CC1	1	-0.6	-30	2.4	11	-4	4	13	-9	4.7
8	COc1ccccc1OCc1nc2ccccc2s1	1	-2.3	-2	-0.5	-4	-13	-1	-2	-5	0.4
9	O=C(NC1CCCCC1)C(c1cccs1)N(C(=O)c1ccccn1)c1ccccc1 (centres undefined)	5	-0.5	6	1.7	-5	-2	-4	0	0	0.4
10	Cc1ccc(NC(=O)c2cc(S(=O)(=O)N(C)C)ccc2N2CCCC2)cc1F	2	0.0	0	1.1	-15	-4	-4	-1	-3	2.6
11	CN(C)CCCNC(=S)N1CCC(c2nc3ccccc3[nH]2)CC1	-1	-0.5	3	-0.2	-8	-9	-2	8	-1	0.5
12	CN(C)c1ccc(C(=O)Nc2ccc(S(=O)(=O)NC3=NCCCCC3)cc2)cc1	-2	-0.3	4	5.1*	16	-6	-2	0	0	-1.1
13	NC(=O)C1CC=CCC1C(=O)OCC(Cl)=C(Cl)Cl (centres undefined)	-13	-0.1	0	-0.2	-7	0	-10	0	1	-3.5
14	CC(=O)NCCSCCNC(C)=O	15	0.2	1	-0.2	-6	-1	10	-1	2	-1.7
15	C/C(=N\n1c(C)cc(C)c(C#N)c1=O)c1cccs1	7	-1.1	0	·	-1	-8	-5	-1	1	0.3
16	Cc1cc(Cl)ccc1NC(=S)N1CCN(Cc2ccc3c(c2)OCO3)CC1	-6	0.6	1	0.0	-2	1	3	1	3	-0.4
17	Cc1cc(N/N=C/c2ccccc2[N+](=O)[O-])nc(-n2nc(C)cc2C)n1	8	-0.4	-25	0.8	-3	-1	-4	2	3	1.8
18	CN(C)c1ccc(C(=O)N2CCC2(C)C(=O)O)cc1 (centres undefined)	4	-0.2	-3	2.8	·	0	-3	0	3	0.4
19	Cc1ccc(NS(=O)(=O)c2cccc(C(=O)OCC(=O)NCc3ccco3)c2)cc1	-15	-0.3	6	0.1	6	0	10	2	-1	0.3
20	O=C(CNC(=O)c1ccc2c(c1)S(=O)(=O)N=C1CCCCCN12)Nc1ccc(F)c(F)c1	0	-0.3	-1	-1.2	-3	-2	-26	1	1	-1.5
21	CC(C)CC(NC(=O)c1ccc(Cl)cc1Cl)C(=O)O (centres undefined)	-10	-1.2	1	-0.9	28	-14	-1	-1	1	0.4
22	CCOC(=O)C1CCCN(C(=O)c2cn(CC)c3ccc(S(=O)(=O)N(C)C)cc3c2=O)C1 (centres undefined)	5	1.2	5	3.0	-8	-5	2	3	-1	-0.4
23	Cc1nc2c(C)cccn2c(=O)c1NC(=O)COc1ccccc1	-13	-0.3	-10	2.6	-4	-2	-11	-2	0	-1.0
24	CC(=O)c1c(C)[nH]c(C(=O)NNC(=O)COc2ccc(Cl)cc2C)c1C	4	-0.2	1	-0.1	-9	-3	15	0	-2	2.0

3 of the entries above in order of the SUMO1-SIM PPI value, highest first.
entry	Structure	NRP1-CendR mod	Tb MetRS inh	SUMO1-SIM PPI	MsrA inh	Scp1 inh	MsrA act	E coli Lon inh	STEP inh	DNMT1 inh	LMPTP block
19	Cc1ccc(NS(=O)(=O)c2cccc(C(=O)OCC(=O)NCc3ccco3)c2)cc1	-15	-0.3	6	0.1	6	0	10	2	-1	0.3
24	CC(=O)c1c(C)[nH]c(C(=O)NNC(=O)COc2ccc(Cl)cc2C)c1C	4	-0.2	1	-0.1	-9	-3	15	0	-2	2.0
20	O=C(CNC(=O)c1ccc2c(c1)S(=O)(=O)N=C1CCCCCN12)Nc1ccc(F)c(F)c1	0	-0.3	-1	-1.2	-3	-2	-26	1	1	-1.5

The list continues.
entry	Structure	NRP1-CendR mod	Tb MetRS inh	SUMO1-SIM PPI	MsrA inh	Scp1 inh	MsrA act	E coli Lon inh	STEP inh	DNMT1 inh	LMPTP block
25	CSc1ccc(Cl)c(C(=O)NNC(=O)c2csc(N3CCOCC3)n2)c1	-3	-0.3	4	1.1	-3	-1	-6	0	1	-1.1
26	C/C(=N\NS(=O)(=O)c1ccc(C)cc1)c1ccc(C)s1	-5	0.0	-2	0.6	-5	1	2	-2	-9	1.1
27	O=c1[nH][nH]c(-c2ccccc2)c1C=Nc1ccc(C(F)(F)F)cc1	8	-0.6	1	2.5	-4	-1	-2	-2	-8	-0.6
28	O=C(O)/C=C/c1coc2ccccc2c1=O	1	-0.5	-1	-0.8	-4	0	4	2	3	-0.3
29	Cc1ccc(NC(=O)CCS(=O)(=O)c2cc3[nH]c(=O)c(=O)[nH]c3cc2C)cc1	1	0.3	1	0.9	1	-5	-3	0	5	-0.6
30	O=C1CN(C(=O)COC(=O)CCS(=O)(=O)c2ccccc2Cl)c2ccccc2N1	-4	-0.7	-2	-1.5	16	-2	-5	1	0	0.7
31	CC1(C)CC(=O)C2=C(C1)N(c1ccc(F)cc1)C(N)=C(C#N)C2c1cccs1 (centres undefined)	-27	-0.8	-4	1.2	-7	2	-6	0	-10	-0.4
32	CN(CCO)S(=O)(=O)c1ccc2c(c1)C(=O)c1cc(S(=O)(=O)N(C)CCO)ccc1-2	-3	-0.3	-29	0.7	-5	-3	-2	0	3	0.0
33	Nc1nonc1-n1nnc(C(=O)N/N=C/c2ccc(OCc3ccccc3F)cc2)c1CNc1ccccc1	5	-0.5	-1	-0.5	-7	-2	-8	1	-7	-0.4
34	Nc1[nH]c(C(=O)c2ccccc2)c(-c2ccc(Br)cc2)c1C(=O)c1cccs1	10	-0.4	3	0.9	·	-3	-6	·	·	0.3
35	Cc1ccc(NS(=O)(=O)c2ccc3oc(=O)ccc3c2)cc1Cl	1	-1.3	-1	-1.2	-6	-7	-2	1	5	-1.3
36	C/C(=N\NC(=O)c1ccc(CSc2nncn2C)cc1)c1ccc2ccccc2c1	-4	-0.3	-4	0.7	-3	-1	-3	-4	0	-0.8
37	COc1cc(C(=O)NCCOc2ccccc2C)c(Br)c(OC)c1OC	12	-0.5	0	2.1	-7	0	-5	-3	13	-0.9
38	COc1ccc(-c2cn(-c3ccc(Br)cc3)c3[n+]2CCS3)cc1	1	0.2	-1	2.3	6	0	2	2	-3	0.7
39	Cc1cccc(N(C(=O)CCC(=O)Nc2cc(C)on2)C(C(=O)NC2CCCC2)c2ccc(C)o2)c1 (centres undefined)	-6	-1.1	-4	1.3	-4	-10	4	2	19	0.0
40	Cc1ccc(OCc2cc(C(=O)NCC(C)c3ccccc3)no2)cc1C (centres undefined)	-8	-0.6	-3	-1.6	-12	-1	0	-1	3	2.9
41	Cc1nc(C(=O)NNC(=O)c2cccc(Cl)c2)c(C(F)(F)F)o1	1	-0.2	8	0.1	-7	-4	2	3	-7	-1.4
42	Clc1ccc(-c2nnc(SCc3nc(-c4ccccc4)no3)o2)cc1	-2	-0.5	8	-0.3	-19	-3	-5	4	1	2.6
43	O=C(NC1CCCCC1)c1nc(-c2c(F)cccc2F)oc1-c1ccccc1	8	-0.2	2	0.8	·	·	·	·	·	3.5
44	N#Cc1cc2c(nc1SCc1cccnc1)CCC2	-3	0.1	0	0.7	2	-8	-6	-13	-1	1.1
45	CC(=O)c1ccc2c(c1)OCCOCCOCCOCCO2	8	0.0	1	·	5	-2	3	-3	1	-0.6
46	CCSc1nnc(NC(=O)c2nn(C(C)C)c(=O)c3ccccc23)s1	7	-0.1	4	1.0	-6	1	2	0	1	0.5
47	O=C(NCc1cccs1)C1CCC(CNS(=O)(=O)c2ccccc2)CC1 (centres undefined)	3	0.0	1	1.0	-6	-5	5	-2	5	-1.4
48	CCn1cc(C(=O)NCc2ccccc2)c(=O)c2cc(F)c(N3CCN(C(=O)c4ccco4)CC3)cc21	5	-0.9	13	1.5	4	3	-3	2	-9	6.1
49	CCc1ccc(NC(=S)/N=C(\N)Nc2nc(C)c3cc(CC)ccc3n2)cc1	0	0.1	-3	2.4	9	-1	-12	4	-5	-1.5
50	Cc1cccc(NC(=O)c2cc(-c3cc(Cl)ccc3O)n[nH]2)c1	3	-0.8	-5	·	-15	-2	-1	-1	3	-0.3
51	Nc1ncnc2c1ncn2Cc1ccccc1	8	0.0	2	0.2	-6	-2	3	6	0	0.6
52	S=C(Nc1cccc(Br)c1)c1ccccc1	-1	1.1	0	0.1	-10	-2	-2	0	-4	2.7
53	COc1ccc(NS(=O)(=O)c2cccc(C(=O)NCCCN3CCOCC3)c2)cc1	3	-0.5	-4	-0.9	1	-4	-9	0	-1	-0.8
54	CCCNC(=O)c1ccccc1NC(=O)c1ccc2c(=O)n3c(nc2c1)CCC3	-1	-0.7	1	-1.4	-3	-6	9	-2	-8	0.4
55	CC(=O)N1CCc2cc(S(=O)(=O)N3CCc4ccccc43)ccc21	4	-0.4	2	0.4	-7	-4	0	1	2	0.5
56	COc1ccc2sc(N(CCCN(C)C)C(=O)c3ccc(S(=O)(=O)N4CCCC4)cc3)nc2c1	10	-0.7	3	1.2	3	-9	-12	1	2	-3.2
57	Cc1c(C(=O)NCCO)sc2nc3n(c(=O)c12)CCC3	10	-1.6	-19	-0.3	8	-10	-1	-2	2	-1.5
58	CCOc1ccc(S(=O)(=O)Nc2cccc(C(=O)N3CCN(C(C)=O)CC3)c2)cc1	4	-0.5	-1	0.8	-9	-5	-6	0	0	0.0
59	CNC(=O)c1cc2ccccc2o1	-16	-0.2	-4	-2.1	-7	-6	-12	-2	0	-0.8
60	Cc1cc(C)n(-c2nc(Nc3ccccc3)nc(-n3nc(C)cc3C)n2)n1	-11	-0.7	3	-1.6	10	-2	4	2	64*	0.8
61	Cc1cccc(C)c1OCC(=O)Nc1c(C)nn(C)c1C	8	-0.4	-2	0.0	4	-1	-10	-4	-1	-0.6
62	COC(=O)c1ccc(CN2C(=O)NC3(CCCCC3C)C2=O)o1 (centres undefined)	4	-0.7	-5	0.0	11	2	8	2	2	-2.6
